High-throughput results as filed in PubChem.
PfM18AAP inh – PfM18AAP inhibitors, malaria aminopeptidase, primary screen, biochemical, QFRET, recombinant enzyme | M18 aspartyl aminopeptidase (Plasmodium falciparum 3D7) | H-Glu-NHMec fluorogenic cleavage | inhibition, % at 7.35 µM | 290,000 tested, 1.2% active;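 active = inhibition above the campaign mean inhibition over all tested compounds plus 3 SD, cut at about 28% in these data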;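 note: 0% = plate median of test compound wells and 100% = 2 mM ZnCl2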
PHOSPHO1 block – PubChem AID 1565 | inhibition, % at 13.3 µM | Phosphoethanolamine/phosphocholine phosphatase (Homo sapiens), Q8TCT1 | 290,000 tested, 1.1% active | recombinant PHOSPHO1, absorbance phosphatase assay; in the data active = inhibition above about 60%
VIM-2 inhibitor – VIM-2 metallo-beta-lactamase inhibitors, primary screen, biochemical, epi-absorbance readout, Pseudomonas aeruginosa enzyme. inhibition, % at 5.6 µM. AID 1527, 2009. purified VIM-2, nitrocefin hydrolysis, epi-absorbance fluorescence. 290,000 tested, 0.89% active;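 active = inhibition above the mean of all tested compounds plus 3 SD, cutoff set per screening run, cut at about 7.5% in these data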;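 note: red hydrolysis product quenches plate fluorescence so inhibitors raise well fluorescence; 0% = enzyme with DMSO and 100% = DMSO without enzyme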
IDE act – human IDE activators in live cells, primary screen, fluorescence polarization, HEK cells, FAbeta-B substrate; AID 493087, 2011; 340,000 tested, 0.073% active; activation, % at 5.96 µM; FAbeta-B cleavage; 0% vehicle, 100% cell-free pure enzyme wells; Insulin-degrading enzyme (Homo sapiens), P14735;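 active = activation above the mean of all tested compounds plus 3 SD, set per screening campaign, cut at about 17% in these data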
Target sequence (P14735 whole entry, looked up): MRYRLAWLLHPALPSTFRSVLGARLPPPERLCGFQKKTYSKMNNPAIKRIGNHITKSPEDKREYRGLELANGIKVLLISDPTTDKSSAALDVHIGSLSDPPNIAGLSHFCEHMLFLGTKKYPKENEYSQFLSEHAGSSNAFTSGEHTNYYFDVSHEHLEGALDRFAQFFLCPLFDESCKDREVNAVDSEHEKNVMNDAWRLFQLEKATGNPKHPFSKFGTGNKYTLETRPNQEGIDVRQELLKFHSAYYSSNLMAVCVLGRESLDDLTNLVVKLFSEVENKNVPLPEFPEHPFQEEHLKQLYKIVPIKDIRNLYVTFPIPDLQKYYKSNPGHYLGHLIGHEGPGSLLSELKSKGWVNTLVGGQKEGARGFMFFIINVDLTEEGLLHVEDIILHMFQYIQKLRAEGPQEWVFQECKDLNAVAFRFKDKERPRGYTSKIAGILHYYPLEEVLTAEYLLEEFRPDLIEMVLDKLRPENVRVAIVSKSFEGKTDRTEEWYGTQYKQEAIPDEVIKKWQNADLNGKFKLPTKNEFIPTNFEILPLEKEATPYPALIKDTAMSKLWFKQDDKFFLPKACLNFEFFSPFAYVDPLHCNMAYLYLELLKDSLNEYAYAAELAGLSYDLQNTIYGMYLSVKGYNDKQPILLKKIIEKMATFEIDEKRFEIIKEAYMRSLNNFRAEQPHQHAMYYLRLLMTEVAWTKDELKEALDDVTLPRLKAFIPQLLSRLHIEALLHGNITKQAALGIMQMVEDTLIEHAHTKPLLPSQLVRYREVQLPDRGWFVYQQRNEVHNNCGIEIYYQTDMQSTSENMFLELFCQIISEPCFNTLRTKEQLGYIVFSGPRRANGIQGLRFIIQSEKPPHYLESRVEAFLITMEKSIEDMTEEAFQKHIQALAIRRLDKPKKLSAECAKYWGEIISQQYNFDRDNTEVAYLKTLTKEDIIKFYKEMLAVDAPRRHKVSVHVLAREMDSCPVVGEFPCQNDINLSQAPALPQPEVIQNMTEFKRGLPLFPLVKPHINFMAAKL
IDE cell inh – human IDE inhibitors in live cells, primary screen, fluorescence polarization, HEK cells, FAbetaB substrate | Insulin-degrading enzyme (Homo sapiens), P14735 | FAbetaB cleavage | inhibition, % at 5.59 µM | 320,000 tested, 0.41% active;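 active = percent inhibition above the average of all tested compounds plus 3 SD, set per screening campaign, cut at about 16% in these data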;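 note: IDE supplied by intact live HEK cells; FP after avidin binding of uncleaved biotin substrate so inhibition keeps polarization high; 0% = DMSO wells and 100% = 60 µM reference IDE inhibitor Ii1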
GPR7 antag – GPR7 receptor antagonists, primary screen, cell-based, fluorescence, single concentration | Neuropeptides B/W receptor type 1 (Homo sapiens), P48145 | 290,000 tested, 1.1% active | AID 1861, 2009 | inhibition, % at 4.4 µM | GPR7-expressing cells, fluorescence antagonist assay; in the data active = inhibition above about 16%, passing the limit was not always enough;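 note: cells stimulated with the agonist NPW; 0% = agonist with vehicle and 100% = vehicle without agonist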
pCIP destab – p/CIP-EGFP fusion destabilizers, primary screen, fluorescence, F442A cells. Q05BA5. 16 h. decrease of EGFP signal, % at 10 µM. 290,000 tested, 0.01% active. AID 1984, 2009;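 active = EGFP signal decrease of at least 30% at 10 µM or well 3 SD below plate mean, unless failing retest; inactive = the rest, including hits failing retest or dose response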; note: some compounds called inactive have numbers as strong as hits; many of its hits are not listed in these tables
IMP-1 inh – IMP-1 metallo-beta-lactamase inhibitors, primary screen, biochemical, epi-absorbance readout, Pseudomonas aeruginosa enzyme; metallo-beta-lactamase IMP-1 (Pseudomonas aeruginosa); inhibition, % at 5.6 µM; AID 1556, 2009; purified IMP-1, nitrocefin hydrolysis, epi-absorbance fluorescence; 290,000 tested, 0.45% active;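 active = inhibition above the mean plus 3 SD of all compounds in the same screening run, cut at about 4.5% in these data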;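 note: 0% = IMP-1 with DMSO and 100% = DMSO wells lacking enzyme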
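System: purified recombinant IMP-1 beta-lactamase. Medium: Zinc- and detergent-supplemented HEPES buffer, pH 7.1. Compound: one 5.6 µM dose […]. Schedule: 15 min preincubation plus 25 min reaction at 25 °C. Technique: Epi-absorbance fluorescence, 480 nm excitation, 530 nm emission.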
NALP1 yeast inh – NALP1 inflammasome inhibitors in reconstituted yeast, colorimetric, S. cerevisiae, triplicate retest; S. cerevisiae NALP1/ASC/caspase-1 growth, X-gal OD620, 72 h; inhibition, % at 10 µM; 280,000 tested, 0.61% active; AID 2071, 2009; in the data active = inhibition mostly above about 24%, no sharp cut-off; inactive = mostly below about 32%; note: some compounds called inactive have numbers as strong as hits
Numbers without * were called inactive; / = not tested or not shown.

SMILES	PfM18AAP inh	PHOSPHO1 block	VIM-2 inhibitor	IDE act	IDE cell inh	GPR7 antag	pCIP destab	IMP-1 inh	NALP1 yeast inh
Cn1c(CC(=O)Nc2ccccc2)nnc1SCC(=O)NC1=NCCS1	-2	-8	0.0	-1	2	-5	-5	-1.1	24
Cc1cc(C=O)c(C)n1-c1cccc(C(=O)O)c1	5	56	-2.7	-3	4	-4	2	-1.5	-2
O=S(=O)(/N=C(/Nc1ccccn1)c1ccccc1)c1ccc(Cl)cc1	0	57	-2.3	2	0	-4	4	-2.7	-6
CCOC(=O)C1CCCN(C(=O)CC(c2ccccc2)c2ccccc2)C1 (centres undefined)	-7	4	-0.7	3	4	-12	-6	-0.9	12
O=C(N/N=C/c1ccc(F)cc1)c1ccncc1	4	34	-0.8	4	3	-2	0	-2.5	8
Cc1nnc(SCC(=O)NCc2ccco2)[nH]c1=O	21	32	-0.3	6	4	-11	-9	2.5	22
COc1ccc(OCC(=O)NC2CCCc3ccccc32)cc1 (centres undefined)	-5	46	-1.3	0	1	-1	14	-1.7	20
O=C(Cn1nnc(-c2ccccc2F)n1)Nc1ccc2c(c1)OCO2	0	-6	-4.0	-1	0	-3	-4	1.6	30
CCOc1ccc(NC(=O)C(C)N2C(=O)c3ccccc3C2=O)cc1 (centres undefined)	0	24	-0.5	6	2	10	16	1.3	3
CCC1=C([N+](=O)[O-])C(c2ccc3c(c2)OCO3)NC(=O)N1 (centres undefined)	8	41	0.6	4	3	1	12	-0.2	15
CCOc1ccc(CNC(=O)Cn2nc(C)n3nc(-c4ccccc4)cc3c2=O)cc1	-2	17	-3.0	5	-6	-6	-9	0.5	23
CC1=CC(c2ccc(Cl)cc2)n2nc(NC(=O)c3ccccc3)nc2N1 (centres undefined)	2	14	-3.8	-1	1	1	-29	-3.7	28
CCCc1nn(C)c2c(=O)[nH]c(-c3cc(S(=O)(=O)N4CCN(C)CC4)ccc3OCC)nc12	8	0	17*	3	4	13	9	-1.7	17
c1ccc(COc2ccc(OCCn3cncn3)cc2)cc1	1	-6	-0.6	-2	-1	7	-4	-5.5	10
Cc1c(O)ccc(C(=O)CN2CCN(Cc3ccccc3)CC2)c1O	3	22	-0.1	3	2	-8	13	-0.3	28
CC(n1cnnn1)C12CC3CC(CC(C3)C1)C2 (centres undefined)	2	7	-3.0	1	-13	-13	3	-4.5	-8
CCN1CCN(Cc2nnc(-c3ccc(C)cc3)o2)CC1	-2	5	0.8	2	2	4	12	-2.3	11
CC(C)CCN(Cc1ccco1)S(=O)(=O)c1ccc(-c2ccc(=O)[nH]n2)s1	4	17	0.1	0	4	-6	2	-0.7	-7
O=C(NC(=O)c1ccccc1O)c1ccc2c(c1)CCO2	-6	22	0.4	5	2	-7	-12	3.0	/
Cc1ccc(C(=O)N2N=C(CC(C)C)CC2(O)C(F)(F)F)o1 (centres undefined)	-14	57	0.7	6	1	-1	2	-0.4	-8
Cc1cccc(/N=C/c2c(O)c3ccccc3oc2=O)n1	-11	1	-1.0	5	-2	6	-16	-0.4	27*
CCOc1ccccc1C(=O)N[C@H](C(=O)Nc1cc(S(=O)(=O)N(C)C)ccc1OC)C(C)C	-4	-14	0.6	3	0	-5	10	-3.4	24*
Cc1ccc(S(=O)(=O)Nc2c(O)c3ccccc3oc2=O)cc1C	-8	36	0.6	3	-2	-10	0	-1.0	12
CCc1c(O)nc(SCC(=O)Nc2nc3ccccc3s2)n(C2CCCCC2)c1=O	2	27	-2.9	-3	-2	-10	5	-3.5	/
Cc1csc(NC(=O)CCCC(=O)O)c1-c1nc2ccccc2s1	0	41	-2.5	6	0	-3	-3	-1.2	/

Compound profiles, as listed above:
O=C(N/N=C/c1ccc(F)cc1)c1ccncc1 as listed: PfM18AAP inh: 4; PHOSPHO1 block: 34; VIM-2 inhibitor: -0.8; IDE act: 4; IDE cell inh: 3; GPR7 antag: -2; pCIP destab: 0; IMP-1 inh: -2.5; NALP1 yeast inh: 8
COc1ccc(OCC(=O)NC2CCCc3ccccc32)cc1 (centres undefined) as listed: PfM18AAP inh: -5; PHOSPHO1 block: 46; VIM-2 inhibitor: -1.3; IDE act: 0; IDE cell inh: 1; GPR7 antag: -1; pCIP destab: 14; IMP-1 inh: -1.7; NALP1 yeast inh: 20

The list continues:
SMILES	PfM18AAP inh	PHOSPHO1 block	VIM-2 inhibitor	IDE act	IDE cell inh	GPR7 antag	pCIP destab	IMP-1 inh	NALP1 yeast inh
Cc1ccc(S(=O)(=O)Nc2ccccc2C(=O)N2CCCCCC2)cc1	0	15	-1.2	-2	/	-3	6	-2.2	7
Cc1cccc(OCc2nnc(SCC(=O)N3CCCC3)o2)c1	1	32	-3.2	8	7	-4	-22	-2.4	-2
COCC(C)NC(=S)Nc1ccccc1[N+](=O)[O-] (centres undefined)	8	16	2.2	4	1	3	4	0.4	-3
CCOC(=O)N1CCN(c2ccc(C(=O)CC)cc2F)CC1	2	10	-1.2	4	5	2	-6	-4.2	8
Cc1ccc(NC(=O)COC(=O)CCCC2=NS(=O)(=O)c3ccccc3N2)cc1C	-12	24	0.1	-3	-4	-7	-14	-0.4	-13
CC(C)NC(=O)CCNS(=O)(=O)c1ccc(Br)cc1	-4	16	-4.7	-8	7	-7	-1	-4.4	-7
CCOC(=O)CNC(=O)CSc1nc(-c2ccccc2)ns1	28*	-53	-0.2	-2	2	-5	-11	-1.7	-4
CNC(=O)CSCc1c(F)cccc1Cl	-1	-38	-4.2	1	2	-9	-3	-7.0	4
CCOC(=O)N1CCN(C(=O)Nc2ccc3nc(C)sc3c2)CC1	0	-8	-4.8	4	6	-3	-3	-2.0	26
CCN(CC)CCNS(=O)(=O)c1ccc(C(=O)NN)cc1	-1	-2	-1.2	1	3	-13	-20	-2.2	-12
COc1cc(C(=O)NC2CCN(Cc3ccccc3)CC2)cc(Cl)c1OC(C)C	-2	35	0.1	3	1	0	-6	-5.1	20
Cn1cc(/C=C2\SC(=O)NC2=S)c2ccccc21	13	29	4.3	-5	2	-7	-50	5.3*	9
CCN1CCc2c(OCC(=O)Nc3ccccc3)cccc2C1=O	0	-58	-1.9	-4	3	-8	-8	-1.8	5
CCN(C(=O)CCc1nc(-c2ccccc2F)no1)c1cc(OC)ccc1OC	-12	-3	-1.4	2	/	18	-11	-2.1	10
O=C(NCc1nnc2c(C(F)(F)F)cc(Cl)cn12)c1ccco1	-4	18	0.3	3	-6	1	-6	-0.3	22
Cc1ccc(NC(=O)CC2SC(=Nc3ccc(O)cc3)NC2=O)cc1 (centres undefined)	1	32	-0.1	3	-1	-3	2	-2.8	6
O=C(O)CCCNS(=O)(=O)c1cccs1	-1	16	-2.2	6	6	-8	1	-3.1	-36
COC(=O)c1sccc1NC(=O)CSc1ccccc1NS(=O)(=O)c1ccc(Cl)cc1	4	36	-3.7	2	6	-17	-10	-3.0	-3
OCCNC(=S)c1ccccc1	2	-21	-1.2	-1	-3	-9	1	-2.3	-2
O=C(Nc1cccc([N+](=O)[O-])c1)c1[nH]ncc1Cl	4	4	-2.6	1	2	7	6	-3.9	13
COc1ccc(CNC(=O)CCn2c(=O)oc3ccccc32)cc1	7	6	-3.5	-1	-4	-5	-3	-1.3	17
C=CCn1c2ccccc2c2nnc(SCC(=O)Nc3c(C)n(C)n(-c4ccccc4)c3=O)nc21	-5	26	1.7	1	/	-7	-4	-4.2	11
CC12CNCC(C)(CN(C3(O)C(=O)Nc4ccc(Br)cc43)C1)C2=O (centres undefined)	11	-3	1.8	4	4	6	4	-0.4	2
CCOP(=O)(c1ccc(N(C)C)cc1)C(O)c1ccccc1OC (centres undefined)	3	4	0.4	8	-10	10	-2	-0.7	-5
CSc1ccc(C2C(C(=O)c3ccco3)=C(O)C(=O)N2c2nnc(SC)s2)cc1 (centres undefined)	14	-62	0.1	-3	11	-10	-44	0.4	11
SMILES	PfM18AAP inh	PHOSPHO1 block	VIM-2 inhibitor	IDE act	IDE cell inh	GPR7 antag	pCIP destab	IMP-1 inh	NALP1 yeast inh
CC1CC(C)CN(CCCNC(=O)Cc2c(C(=O)O)n(C)c3ccccc23)C1 (centres undefined)	-3	3	2.9	6	2	0	6	0.5	25
C/C(=N/NC(=O)CNc1ccc(Cl)cc1C)c1ccc(C)cc1	3	-10	-3.3	2	1	-1	0	-4.0	2
CC(C)Oc1ccc(C2C(C#N)=C(N)Oc3c2oc(CO)cc3=O)cc1 (centres undefined)	8	9	-3.8	4	3	3	-6	-3.5	12
CC(=O)Nc1cccc(/C(C)=N/NC(=O)c2cc(-c3ccncc3)nc3ccccc23)c1	-2	-15	-2.7	-3	-10	2	1	-1.9	8
c1ccc2[nH]c(-c3cscn3)nc2c1	2	-4	-0.1	4	-4	-5	-3	0.4	29
CCOc1ccc2[nH]c(=O)c(CN(Cc3nnnn3Cc3ccccc3)CC3CCCO3)cc2c1 (centres undefined)	5	1	2.0	-6	8	-8	-4	-0.3	14
CCN1CCc2c(sc(NC(=O)c3ccc4ccccc4c3)c2C(N)=O)C1	5	33	1.2	-9	13	-3	-82	1.0	4
CNC(=O)/C(=C\c1ccc2c(c1)OCO2)NC(=O)c1ccc(Br)cc1	-4	-5	-2.4	5	-2	1	-12	-4.5	15

Filtered by structure: those above containing two or more sulfur atoms (nine)
SMILES	PfM18AAP inh	PHOSPHO1 block	VIM-2 inhibitor	IDE act	IDE cell inh	GPR7 antag	pCIP destab	IMP-1 inh	NALP1 yeast inh
Cn1c(CC(=O)Nc2ccccc2)nnc1SCC(=O)NC1=NCCS1	-2	-8	0.0	-1	2	-5	-5	-1.1	24
CC(C)CCN(Cc1ccco1)S(=O)(=O)c1ccc(-c2ccc(=O)[nH]n2)s1	4	17	0.1	0	4	-6	2	-0.7	-7
CCc1c(O)nc(SCC(=O)Nc2nc3ccccc3s2)n(C2CCCCC2)c1=O	2	27	-2.9	-3	-2	-10	5	-3.5	/
Cc1csc(NC(=O)CCCC(=O)O)c1-c1nc2ccccc2s1	0	41	-2.5	6	0	-3	-3	-1.2	/
CCOC(=O)CNC(=O)CSc1nc(-c2ccccc2)ns1	28*	-53	-0.2	-2	2	-5	-11	-1.7	-4
Cn1cc(/C=C2\SC(=O)NC2=S)c2ccccc21	13	29	4.3	-5	2	-7	-50	5.3*	9
O=C(O)CCCNS(=O)(=O)c1cccs1	-1	16	-2.2	6	6	-8	1	-3.1	-36
COC(=O)c1sccc1NC(=O)CSc1ccccc1NS(=O)(=O)c1ccc(Cl)cc1	4	36	-3.7	2	6	-17	-10	-3.0	-3
CSc1ccc(C2C(C(=O)c3ccco3)=C(O)C(=O)N2c2nnc(SC)s2)cc1 (centres undefined)	14	-62	0.1	-3	11	-10	-44	0.4	11
